# From PubChem BioAssay
# RMI-FANCM inh: RMI-FANCM interaction inhibition. FP signal (polarization) at 33 µM. Fluorescence polarization, RMI core complex with F-MM2 peptide; stronger effect = lower value. AID 1159607. 70,000 compounds, 0.58% hits; in the data active means FP signal below about 40; further: inactives centre near 61; strong numbers were not always called active; unit not given here
# Starred values were filed as active, the others as inactive; & = joins results of further samples. Only part of the results is shown. The share of hits here may be higher or lower than overall.
item	SMILES	RMI-FANCM inh
1	O=C(COc1ccccc1)N1CCCC(c2nnc(-c3ccc4c(c3)OCO4)o2)C1 (stereo unspecified)	64
2	O=[N+]([O-])c1ccc(N/N=C\C(O)C(O)C(O)CO)cc1 (stereo unspecified)	63
3	CCc1ccc(S(=O)(=O)c2nnn3c2nc(NCc2ccccc2)c2cc(Cl)ccc23)cc1	53
4	COc1cc(/C=N\NC(=O)CNC(=O)c2ccccc2)ccc1OC(=O)c1ccccc1	62
5	NNC(=O)CCn1nnc(-c2cccc(Cl)c2Cl)n1	54
6	Cc1cccc(OS(=O)(=O)c2cn(C)c(=O)n(C)c2=O)c1C	57
7	S=c1[nH]nc(-c2ccncc2)n1/N=C\c1cccnc1	55
8	COCCCNC(=O)c1nc2ccccc2c(=O)n1NC(=O)Nc1c(Cl)cccc1Cl	55
9	COc1ccc(-c2n[nH]c(=O)[nH]2)cc1	55
10	CCOc1cc(C(=O)NCc2ccc3[nH]c(C)cc3c2)cc(OCC)c1OCC	73
11	CCOc1ccc(-c2ccc(=O)n(CCCC(=O)Nc3ccccc3Cl)n2)cc1	71
12	CC(C)(C)c1ccc(S(=O)(=O)NCC2CCN(Cc3ccco3)CC2)cc1	76
13	COc1cc([N+](=O)[O-])ccc1NC(=O)CCS(=O)(=O)c1ccc(Cl)cc1	55
14	CC(=O)c1c(C)cc(NC(C)(C)C)nc1NC(C)(C)C	54
15	Cc1onc(-c2ccccc2Cl)c1C(=O)NCC1CCN(Cc2cccs2)CC1	74
16	CCOc1ccc(NC(=O)Cn2c(=O)n(Cc3cccs3)c(=O)c3ncccc32)cc1	64
17	C=CCN1C(=O)C(C)(C)COc2ccc(NS(=O)(=O)c3cc(Cl)ccc3C)cc21	67
18	O=C(O)c1cc(Br)ccc1NS(=O)(=O)c1cccc2nsnc12	60
19	O=C(Nc1nc(-c2ccc(Br)s2)cs1)C1COc2ccccc2O1 (stereo unspecified)	58
20	O=C(NCCCn1nc(-c2ccco2)ccc1=O)c1ccc(C(F)(F)F)cc1	68
21	CCOc1ccc(-c2csc(N/N=C\c3ccc(OC)c(OC)c3)n2)cc1	16*
22	COc1ccc(-c2cc3c(SCC(=O)Nc4ccc(C(C)=O)cc4)nccn3n2)cc1	88
23	O=C(c1ccc(Cl)nc1)N1CCN(c2ccc(-c3ccc(Cl)cc3)nn2)CC1	71
24	CCOC(=O)/C(C#N)=C/N(CC)CC(O)CC (stereo unspecified)	56
25	COc1ccccc1C(=O)N1CCN(c2oc(-c3ccco3)nc2C#N)CC1	63
26	O=c1[nH]c2cc3c(cc2c(=O)n1Cc1nc(-c2ccccc2Br)no1)OCO3	65
27	O=C(CCc1ccccc1)Nc1ccc2c(=O)c3ccccc3oc2c1	137
28	CCOc1ccc(-c2cc(=O)n(CC(=O)N3CCN(c4ccc(F)cc4)CC3)cn2)cc1	75
29	CCOC(=O)CSc1nnc(CNC(=O)c2cccs2)n1CCc1ccccc1	62
30	Cc1cc(C2(c3ccc(O)c(C)c3)OS(=O)(=O)c3ccccc32)ccc1O	49
31	CS(=O)(=O)c1cccc(-c2nnc(NC(=O)c3ccc(S(=O)(=O)N4CCc5ccccc5C4)cc3)o2)c1	64
32	CCc1ccc(C(=O)CC(c2ccccc2)C2CCCC2=O)cc1 (stereo unspecified)	53
33	O=C(O)CC1SC(=Nc2ccccc2)N(c2ccccc2)C1=O (stereo unspecified)	61
34	CCCC(=O)Nc1sccc1C#N	58
35	O=C(Nc1ccccc1-c1nc2ccccc2s1)c1ccc(Cl)s1	60
36	Cc1ccc(C(=O)N2CCN(c3ncnc4c(C)csc34)CC2)cc1	63
37	COc1ccccc1-c1ccc(N2CCN(C(=O)Nc3ccccc3)CC2)nn1	67
38	COc1cc2ncnc(SCC(=O)N3CCOCC3)c2cc1OC	61
39	CCOc1ccc2nc(NC(=O)CCn3cnc4c(cnn4C(C)(C)C)c3=O)sc2c1	61
40	COc1ccc(-n2c(C)nc3ccc(NC(=O)c4ccc(OC)cc4OC)cc3c2=O)cc1	95
41	COCCn1c(=NC(=O)c2cccc(C)c2)sc2cc(NC(C)=O)ccc21	88
42	Cc1cccc(CC(=O)NCCc2sc(-c3ccc(Cl)cc3)nc2C)c1	59
43	CCN(c1ccccc1)S(=O)(=O)c1c(N)n(C)c(=O)n(C)c1=O	64
44	COc1ccccc1OCC(=O)N1c2ccccc2CC1C(N)=O (stereo unspecified)	52
45	CC(=O)c1sc(NC(=O)c2ccc(S(=O)(=O)N(C)C3CCCC3)cc2)nc1C	54
46	COc1ccc(/C(C#N)=C/c2ccc(NC(C)=O)cc2)cc1	53
47	C=CCN(CC=C)S(=O)(=O)c1ccc(C(=O)Nc2sc(C)c(C)c2C(=O)NC)cc1	52
48	CCOc1ccc(CC(=O)Nc2ccc3c(c2)C(=O)NC3=O)cc1	58
49	O=C(Nc1ccc([N+](=O)[O-])cc1)c1ccc(Cl)s1	56
50	O=C(C/C=C/c1ccc(F)c(F)c1)c1ccc(Br)cc1	69

# (cont.)
item	SMILES	RMI-FANCM inh
51	Cc1cc(-c2nnc(NC(=O)c3ccnn3C)o2)nn1C	70
52	Nc1c(C(=O)Nc2cccc(C(F)(F)F)c2)c2ccccn2c1C(=O)c1ccc([N+](=O)[O-])cc1	51
53	CCOC(=O)c1c(-c2ccc(OC)cc2)oc2ccc(OC(=O)N3CCOCC3)cc12	64
54	CC(=O)Oc1cccc(O)c1	58
55	NC(=O)c1ccsc1NC(=O)c1ccc(Br)s1	62
56	Cn1c(CC(C)(C)C)nc2ccccc21	58
57	CCOc1ccc2c(c1)sc(=NC(=O)C1=COCCO1)n2CCOC	60
58	COc1ccc(-c2ccc(=O)n(CCNC(=O)Nc3ccc(F)c(F)c3)n2)cc1	69
59	O=C(CNC(=O)C1CCCCC1)Nc1nc2ccccc2s1	66
60	O=C1c2ccccc2C(=O)N1CCCCN1CCN(C(c2ccccc2)c2ccccc2)CC1	60&48
61	O=C(CSc1ccc(NC(=O)c2ccccc2)nn1)NC1CCCCC1	67
62	Cc1cccc(NC(=O)C2CCN(S(C)(=O)=O)CC2)n1	65
63	CCCSc1ncccc1C(=O)Nc1cc(C(C)(C)C)sc1C(C)=O	59
64	COc1cn2c(cc1=O)C(=O)N(CCNC(=O)c1ccc(S(=O)(=O)N(C)C)cc1)CC2	63
65	N#Cc1cccc(C#N)c1Oc1ccc(N)cc1	58
66	COc1ccc(/C=C2\SC(=S)N(CCCC(=O)Nc3ccc([N+](=O)[O-])cc3O)C2=O)cc1OC	61
67	O=C1C(Cc2ccc(-c3nn[nH]n3)cc2)=C(c2ccccc2)S(=O)(=O)c2ccccc21	53
68	O=C(Cc1ccccc1)O/N=C\c1ccc2c(c1)OCO2	59
69	Cc1ccc(Cl)cc1N/C=C(\C#N)c1nc(-c2cccc([N+](=O)[O-])c2)cs1	59
70	CSCC(O)Cn1[nH]c(=O)ccc1=O (stereo unspecified)	54
71	Cc1cc(NC(=O)c2c(-c3c(Cl)cccc3Cl)noc2C)n(C)n1	50
72	COc1ccc(/C(C)=N/N=c2\scc(-c3ccccc3)n2Cc2ccco2)cc1	66
73	CCn1nc(C(=O)Nc2nc3c(SC)cccc3s2)cc1C	63
74	CCc1nnc(C2CCN(C(=O)Nc3cccs3)CC2)s1	58
75	CC[C@@]1(O)C(=O)OCc2c1cc1n(c2=O)Cc2cc3c(CN(C)C)c(O)ccc3nc2-1	-65
76	O=C(NCCC1=CCCCC1)C(=O)Nc1ccc(F)c(F)c1	70
77	CC(=O)C(C#N)c1nc(-c2ccc(F)cc2)cs1 (stereo unspecified)	56
78	Cc1ccc(-n2cc(C(=O)N(C)Cc3ccccc3)nn2)cc1C	57
79	Cc1ccc2sc(NC(=O)C3CCN(S(C)(=O)=O)CC3)nc2c1C	63
80	O=C(c1cn(-c2cccc(Cl)c2)nn1)N1CCN(c2ccc(F)cc2)CC1	61
81	O=C(Nc1nc(-c2ccn(S(=O)(=O)c3ccccc3)c2)cs1)c1ccc(Cl)cc1	83
82	COc1cn2c(cc1=O)C(=O)N(CCNC(=O)c1cccc(C)c1)CC2	62
83	COC(=O)c1ccc2c(=O)n(CCC(=O)NCc3ccco3)c(=S)[nH]c2c1	68
84	CCOC(=O)c1cc2c(=O)n3ccccc3nc2n(CCOC)c1=NC(=O)C1CCCCC1	9
85	O=C(CCCn1nc(-c2cccs2)ccc1=O)NCc1ccccn1	67
86	CC(C)(C)C(=O)N1CCc2ccc(NC(=O)c3ccc4c(c3)OCO4)cc21	70
87	O=C(Cc1ccccc1)Nc1nnc(CSc2ccccc2)o1	61
88	COc1ccc(S(=O)(=O)NC(C)(C)CO)cc1N(C)S(=O)(=O)c1ccc(C)cc1	57
89	NCC1CCN(Cc2ccco2)CC1	70
90	NC(=O)c1ccc(NC(=O)CCCSc2ccc(NC(=O)c3ccco3)nn2)cc1	71
91	Cc1nnc(NC(=O)Cc2csc(Nc3cccc(Cl)c3)n2)s1	71
92	CC(C)c1ccc2c(c1)CCC1[C@](C)(CN)CCC[C@]21C (stereo partly specified)	88
93	O=C(CCCC(=O)N/N=C/c1ccccc1C(=O)O)N/N=C/c1ccccc1C(=O)O	60
94	CC(c1ccccc1)n1c(=O)[nH][nH]c1=S (stereo unspecified)	58
95	COc1ccc(Cl)c2sc(NC(=O)c3ccc(-c4ccccc4)cc3)nc12	63
96	O=C(COc1ccc(Cl)cc1Cl)NCCOc1ccc(F)cc1	60
97	Cn1c(=O)c2c(SCC(=O)OCc3ccccc3)ccnc2n(C)c1=O	56
98	Cc1nc(-n2cccc2)sc1C(=O)N/N=C\c1ccccc1Cl	43
99	NC(=O)C1(N2CCCCC2)CCN(S(=O)(=O)c2cc(Cl)sc2Cl)CC1	65
100	CCOC(=O)c1ccc(NC(=O)CSc2ccc(-c3sc(-c4cccnc4)nc3C)nn2)cc1	89

# Next part:
item	SMILES	RMI-FANCM inh
101	Cc1ccc(NC(=O)C(C)Oc2cccc(Br)c2)c([N+](=O)[O-])c1 (stereo unspecified)	59
102	O=S(=O)(Nc1cccc(N2CCCS2(=O)=O)c1)c1ccc(F)cc1F	62
103	Cc1csc2nc(-c3cccc(NC(=O)c4cccc([N+](=O)[O-])c4)c3)cn12	66
104	FC(F)(F)c1ccc(-c2nnc3ccc(NC4CC4)nn23)cc1	47
105	O=C(/C=C\c1ccc([N+](=O)[O-])cc1)Nc1nnc(-c2cccs2)o1	60
106	CN(C)c1ccc(C(CNC(=O)c2ccccc2Cl)N2CCc3ccccc3C2)cc1 (stereo unspecified)	55
107	NS(=O)(=O)c1ccc(Sc2ccccn2)c([N+](=O)[O-])c1	61&52
108	COCCn1c(C)cc(C(=O)CSc2ncnc3sc4c(c23)CCCC4)c1C	90
109	CCCc1ccc(C(=O)NCCc2ccc(N(C)C)cc2)cc1	70
110	COc1ccc(N2CCN(CCNC(=O)c3ccc(OC)c(OC)c3OC)CC2)cc1	64
111	O=C(Nc1ccc2c(c1)CN(C(=O)c1ccco1)CC2)c1ccc2c(c1)OCO2	64
112	CC1=C(C(=O)Nc2cc(C(F)(F)F)cc(C(F)(F)F)c2)SCCO1	47
113	O=C(CSc1ccc(-c2cccc([N+](=O)[O-])c2)nn1)N1CCN(c2ccccc2)CC1	54
114	Cc1ccc(CSc2nc(CC(=O)N3CCc4ccccc43)cs2)cc1	70
115	CCOC(=O)c1ccc(Nc2nc3sc4c(c3c(=O)s2)CCCC4)cc1	71
116	O=C(Cc1coc2ccc3ccccc3c12)NCc1ccco1	65
117	N#CCSc1nc2cc3c(cc2c(=O)n1CCC(=O)N1CCN(c2ccccc2)CC1)OCO3	62
118	COc1ccc(NC(=O)CNS(=O)(=O)c2ccc(C(C)(C)C)cc2)cc1	61
119	CCc1ccc(-c2cc3c(=O)n(Cc4nc(-c5ccccc5C)no4)ccn3n2)cc1	76
120	O=c1ccc(-c2cccs2)nn1CCCNS(=O)(=O)c1cccc(Cl)c1Cl	77

# Among those listed so far, these have a COOH group:
item	SMILES	RMI-FANCM inh
18	O=C(O)c1cc(Br)ccc1NS(=O)(=O)c1cccc2nsnc12	60
33	O=C(O)CC1SC(=Nc2ccccc2)N(c2ccccc2)C1=O (stereo unspecified)	61
93	O=C(CCCC(=O)N/N=C/c1ccccc1C(=O)O)N/N=C/c1ccccc1C(=O)O	60

# (cont.)
item	SMILES	RMI-FANCM inh
121	CC(=O)N1CCc2ccc(NS(=O)(=O)c3cccc(Cl)c3)cc21	69
122	COC(=O)c1ccc(Nc2nc(-c3ccccc3)c3cc(Br)ccc3n2)cc1	64
123	CN(C)c1ccc(C(CNC(=O)c2cc3ccccc3oc2=O)N2CCN(c3ccccc3)CC2)cc1 (stereo unspecified)	56
124	O=C(O)c1ccc(CSc2nc(-c3ccc(F)cc3)cs2)o1	69
125	Cc1ccc(NC(=O)CC2CCCCN2S(=O)(=O)c2cccs2)cc1C (stereo unspecified)	70
126	Cc1nc2sccn2c(=O)c1NC(=O)NC1CCCCC1	69
127	COc1ccc(C(=O)Nc2ccc3c(c2)N(C(=O)c2ccco2)CC3)c(OC)c1	69
128	O=c1c(N2CCCCC2)c(N2CCOCC2)c1=O	53
129	COc1ccc2oc(-c3csc(NC(=O)Cc4ccc(F)cc4)n3)cc2c1	83
130	Cc1noc(-c2ccccc2)c1NC(=O)NCc1c(-c2ccccc2)noc1C	55
131	Cc1ccc(NC(=O)N2CCN(c3ccc(-c4ccccc4C)nn3)CC2)cc1F	72
132	CCNC(=O)N1CCC(c2nnc(-c3ccccc3OC)s2)CC1	62
133	O=C(CC1CCCCN1S(=O)(=O)c1cccs1)NCCC1=CCCCC1 (stereo unspecified)	56

# Ordered by value in RMI-FANCM inh (rising): some entries from above.
item	SMILES	RMI-FANCM inh
130	Cc1noc(-c2ccccc2)c1NC(=O)NCc1c(-c2ccccc2)noc1C	55
122	COC(=O)c1ccc(Nc2nc(-c3ccccc3)c3cc(Br)ccc3n2)cc1	64
127	COc1ccc(C(=O)Nc2ccc3c(c2)N(C(=O)c2ccco2)CC3)c(OC)c1	69
125	Cc1ccc(NC(=O)CC2CCCCN2S(=O)(=O)c2cccs2)cc1C (stereo unspecified)	70
131	Cc1ccc(NC(=O)N2CCN(c3ccc(-c4ccccc4C)nn3)CC2)cc1F	72
129	COc1ccc2oc(-c3csc(NC(=O)Cc4ccc(F)cc4)n3)cc2c1	83
